KCNH2 3.1 inh = inhibitors of human KCNH2 3.1 potassium channel isoform | U2OS KCNH2 3.1, thallium flux FluxOr; active compounds read low | activity change, % (tested at about 1.8 µM) | 340,000 compounds, 0.95% hits | AID 720553;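 active = maximum activity change below -70%; inconclusive = maximum activity change from -70% to -50%; inactive = maximum activity change above -50%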;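 note: thallium influx rate constant from kinetic fluorescence after stimulation buffer; % is set by controls: 0 for no effect and ±100 for the full control effect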
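Thallium flux via FluxOr fluorescence (Red40 quencher, 45 min loading) in U2OS cells virally expressing the KCNH2 3.1 isoform (1.77 x 10^8 /mL virus, overnight at 37 C). Rate constants from 2-min kinetic reads post-stimulation, normalised to positive and negative controls.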
AT treatment = potential ataxia-telangiectasia treatments restoring KAP-1 phosphorylation; […] A-T fibroblasts, KAP-1 phosphorylation AlphaLISA; neocarzinostatin DNA damage 30 min before lysis; Potency, µM (series often up to 57.5 µM), without a hit: top-dose activation, actives largely listed as activators; 320,000 compounds, 0.19% hits; AID 485349; note: potency is the fitted concentration of half-maximal effect; % of control where 0% means no effect; nearly all actives have a fitted effect of over 45% in size
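hTERT-immortalized A-T patient fibroblasts ([…]), 500 cells/well in OPTI-MEM, 1% FBS, got compounds for 60 min, then NCS for 30 min at 37C. Lysates were then assayed for phospho-KAP-1 by AlphaLISA (anti-pKAP1 donor, anti-KAP1 acceptor beads), 6 hr at 25C.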
TRPV1 agonist = human TRPV1 agonism; Q8NER1; TRPV1-expressing cells, Fluo-8 calcium influx, agonist mode; activation, % at 8.33 µM; 320,000 compounds, 0.19% hits; in the data active = activation above about 80%; inconclusive = between about 30% and that limit; note: 0% is about no effect
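Fluo-8 calcium influx in TRPV1-expressing cells, kinetic read (ex 480/em 520 nm). Compound added and read 3 min for agonist activity, followed by capsaicin at EC20 final and 2 min further read for enhancement.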
ELG1 DNA repair = inhibitors of ELG1-dependent DNA repair in HEK293T cells. HEK293T ELG1-luciferase reporter, luminescence, 16 h; DNA damage induced by 5-fluorouridine. Potency, µM (titrated, usually from 46.1 µM), for inactives: at the top dose activity change, negative = inhibition, hits mostly inhibitors. 330,000 compounds, 2.3% hits. AID 504467; note: potency is the fitted concentration of half-maximal effect; % is set by controls: 0 for no effect and ±100 for the full control effect; nearly all actives have a fitted effect of over 55% in size
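Overnight (16 hr) co-exposure of 2,000 cells/well to 5-fluorouridine and compound at 37 °C preceded detection. Luciferase was quantified via ONE-Glo luminescence; loss of signal denotes inhibition.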
Eya2 phos inh = blocks the phosphatase activity of human Eya2; O00167; recombinant Eya2, OMFP fluorescence dephosphorylation (OMFP is methylfluorescein phosphate); Potency, µM (series often up to 76.9 µM), without a hit: at the highest dose activity, negative = inhibition, usual class: inhibitors; 330,000 compounds, 0.006% hits; AID 488837; note: potency is the fitted concentration of half-maximal effect; % is set by controls: 0 for no effect and ±100 for the full control effect
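Eya2 protein (added as 0.2 uM solution) was preincubated with compound for 10 min at ambient temperature in 50 mM HEPES pH 7.5, 50 mM NaCl, 5 uM MgCl2, 0.05% BSA, 1 mM DTT. OMFP (added at 50 uM) then reacted 10 min; fluorescence read at 485/525 nm.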
TCR activator = T cell receptor activation; primary human leukocytes, anti-CD3, IL-2 HTRF, 48 h; Potency, µM (titrated, usually from 9.22 µM), for the others: top-dose activation of IL-2 secretion, actives largely listed as activators; 330,000 tested, under 10 active; AID 504894; note: % of control where 0% means no effect
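Primary human leukocytes were stimulated with a-CD3 beads plus compounds for 48 hr without co-stimulation; secreted IL-2 was quantified by HTRF using a-IL-2-K (europium cryptate) and a-IL-2-d2, excited at 320nm with acceptor emission read at 665nm.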
Mito fusion yeast = mitochondrial division inhibition or fusion activation; S. cerevisiae fusion-defective mutant growth rescue, CellTiterGlo 48 h; Potency, µM (doses to about 46.1 µM), inactives show at the highest dose growth rescue (activation), actives largely listed as activators; 320,000 compounds, 0.23% hits; AID 485298;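 note: potency is the fitted concentration of half-maximal effect; % of control where 0% means no effect; nearly all actives have a fitted effect of over 45% in size; temperature-sensitive fusion mutants such as fzo1-1 at 37 °C on non-fermentable ethanol glycerol medium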
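Read-out: ATP-based luminescence (CellTiterGlo, 10 min ambient) reporting growth of fusion-defective ts yeast after 48 hours at 37C on glycerol/ethanol YPEG medium in the presence of compound.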
KCNH2 WT inh = KCNH2 (human, wildtype) channel inhibition | AID 720551 | 340,000 compounds, 0.37% hits | activity change, % at 1.84 µM | U2OS, BacMam KCNH2, thallium flux FluxOr; active compounds read low | Q12809;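 active = maximum activity change below -70%; inconclusive = maximum activity change between -70% and -50%; inactive = maximum activity change above -50%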; note: % is set by controls: 0 for no effect and ±100 for the full control effect
Target sequence (Q12809 whole entry, looked up): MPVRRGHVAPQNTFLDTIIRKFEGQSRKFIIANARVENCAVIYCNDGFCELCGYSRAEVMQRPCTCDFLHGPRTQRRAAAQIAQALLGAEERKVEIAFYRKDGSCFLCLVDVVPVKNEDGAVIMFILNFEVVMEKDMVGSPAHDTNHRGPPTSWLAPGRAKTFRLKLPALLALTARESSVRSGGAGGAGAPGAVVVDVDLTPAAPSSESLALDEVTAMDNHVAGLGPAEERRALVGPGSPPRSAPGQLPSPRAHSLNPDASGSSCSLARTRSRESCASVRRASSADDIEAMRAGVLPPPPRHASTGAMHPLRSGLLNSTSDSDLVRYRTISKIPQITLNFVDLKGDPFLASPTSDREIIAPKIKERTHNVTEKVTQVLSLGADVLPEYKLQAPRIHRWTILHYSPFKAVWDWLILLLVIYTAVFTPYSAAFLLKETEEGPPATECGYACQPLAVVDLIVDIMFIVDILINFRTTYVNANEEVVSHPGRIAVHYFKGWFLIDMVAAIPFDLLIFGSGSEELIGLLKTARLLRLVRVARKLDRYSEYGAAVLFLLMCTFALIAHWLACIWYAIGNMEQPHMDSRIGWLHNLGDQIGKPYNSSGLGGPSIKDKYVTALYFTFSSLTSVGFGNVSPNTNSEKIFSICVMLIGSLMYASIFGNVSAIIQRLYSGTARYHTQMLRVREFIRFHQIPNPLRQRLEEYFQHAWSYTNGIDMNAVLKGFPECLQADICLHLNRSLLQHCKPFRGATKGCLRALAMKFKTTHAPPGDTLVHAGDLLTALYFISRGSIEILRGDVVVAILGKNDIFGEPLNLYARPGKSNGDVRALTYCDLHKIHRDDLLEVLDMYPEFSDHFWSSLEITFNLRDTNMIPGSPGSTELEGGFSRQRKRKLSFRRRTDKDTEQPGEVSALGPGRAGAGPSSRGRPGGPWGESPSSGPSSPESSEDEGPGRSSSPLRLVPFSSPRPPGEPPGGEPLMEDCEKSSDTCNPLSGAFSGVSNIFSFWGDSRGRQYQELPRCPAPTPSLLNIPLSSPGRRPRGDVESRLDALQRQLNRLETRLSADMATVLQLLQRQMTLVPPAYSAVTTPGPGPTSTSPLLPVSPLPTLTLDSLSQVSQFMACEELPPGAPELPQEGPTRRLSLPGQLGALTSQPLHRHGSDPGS
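U2OS cells were transduced with wild-type KCNH2 virus (2.03 x 10^8 / mL) for 4 h at room temperature, then cultured overnight at 37 C. Thallium flux was read with FluxOr dye. Rate constants were normalized to DMSO controls.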
TSHR antag = blocks TSH signaling through the human TSH receptor | P16473 | TSHR-expressing cells, TSH-stimulated cAMP HTRF, 2 h; active compounds read low | activity change, negative = inhibition, % at 11.5 µM | 330,000 compounds, 0.2% hits;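 active = activity change below a set negative limit, meaning inhibition stronger than a set level, cut at about -70% in these data; inconclusive = activity change between two set negative limits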; note: % is set by controls: 0 for no effect and ±100 for the full control effect
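Antagonism was scored as loss of TSH-driven cAMP in TSHR cells, stimulated with 4nM TSH (EC80) for 2 hours at 37 deg C and detected by homogeneous HTRF competition immunoassay.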
USP2a inh = USP2a (human) protease inhibition; USP2 core, Ub-CHOP2 coupled fluorogenic reporter, 485/531; Potency, µM (series often up to 38.3 µM), without a hit: at the top dose activity change, negative = inhibition, usual class: inhibitors; 330,000 compounds, 0.01% hits; O75604; AID 463254;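 note: potency is the fitted concentration of half-maximal effect; plate controls were DMSO wells for no effect and full inhibition by NEM control for full effect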
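USP2 core (10nM final) preincubated 30min RT with compound in 20mM Tris-HCl pH 8.0, 2mM CaCl2, 2mM beta-mercaptoethanol, 0.05% CHAPS; 25nM Ub-CHOP2 plus 25nM reporter substrate added, fluorescence (Ex485/Em531) read after 60min.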
The depositor's hits bear a star; ? = inconclusive; / = no result given; [ ] = another dose, or the depositor's remark. Unless noted, calls come from the whole dose curve; as a rule, active = well fitted curve in the direction sought with a large enough effect; inconclusive = small, poorly fitted or top-dose-only effect, or another doubt; inactive = no such curve, though single readings can be large; an effect the other way counts as inactive or inconclusive.

SMILES	KCNH2 3.1 inh	AT treatment	TRPV1 agonist	ELG1 DNA repair	Eya2 phos inh	TCR activator	Mito fusion yeast	KCNH2 WT inh	TSHR antag	USP2a inh
O=C(COc1ccc(S(=O)(=O)N2CCCCC2)cc1)NCc1ccncc1	-1	0%	?	-1%	10%	0%	1%	-3	3	0%
O=C(CSCc1c(F)cccc1Cl)NCCSCc1ccco1	20	4%	4	7%	0%	3%	-4%	-5	-7	3%
CCOC(=O)c1c(C)c(C(=O)NCc2ccc(OC)cc2)c(C)n1C	-9	-2%	16	-5%	0%	6%	-1%	-10	11	0%
CCc1cccc(NC(=O)C2CCCN2S(=O)(=O)c2cccc3cccnc23)c1 (configuration not stated)	11	15%	6	-20%	-6%	2%	6%	-4	35	0%
CCC(C)N1C(=O)CCC1C(=O)NCCc1ccc(Cl)cc1 (configuration not stated)	5	-1%	-1	-6%	0%	-1%	-7%	-5	-3	2%
COc1ccc(-n2c(CNC(=O)c3ccc(S(=O)(=O)N4CCCC4)cc3)n[nH]c2=S)cc1	-6	-6%	-2	3%	21%	1%	0%	4	3	2%
O=C(O)c1cc(NN=C2CCN(Cc3ccccc3)CC2)ccc1Cl	23	-3%	4	?	-3%	4%	-2%	2	13	0%
Cc1ccc(C(=O)NCC(=O)OCC(=O)c2c(N)n(C)c(=O)n(C)c2=O)cc1C	-7	-3%	/	9%	4%	-4%[46.1 µM]	/	-2	2	-2%
O=C(OCc1c(-c2ccccc2)ncc2ccccc12)c1ccco1	-3	-1%	/	?	10%	-3%	/	3	-6	14%
CCCC(=O)N1CCN(Cc2nc3cc([N+](=O)[O-])ccc3n2C)CC1	-19	0%	-1	1%	8%	2%	-4%	-13	1	-1%
Cc1nc(NCCc2ccccc2)c2nnn(Cc3ccccc3Cl)c2n1	-11	4%	-5	-5%	1%	/	1%	-11	-2	1%
CSCCC(NS(=O)(=O)c1ccc(Cl)cc1)C(=O)OCC(=O)NC1CC1 (configuration not stated)	-10	3%	1	10%	11%	-1%	1%	-4	1	1%
Cc1ccc(/C=N/NC(=O)c2cc3ccccc3cc2O)o1	0	-14%	-1	15%	6%	3%	6%	-5	-8	-3%
O=C1CCCN1c1ccc(S(=O)(=O)Nc2ccc3c(c2)OCCO3)cc1	?	3%	-1	?	-7%	-6%	-1%	12	-6	2%
O=C1/C(=C/c2ccccc2)SC(=S)N1N1C(=O)C2CC2C1=O (configuration not stated)	12	-1%	3	-2%	5%	11%	5%	-8	0	9%
CN(C)/C=N/c1nc2nccc(-c3ccccn3)n2n1	11	0%	1	2%	5%	-10%	2%	5	9	2%
O=C1c2cc(Br)ccc2OC2C=CC=CC12 (configuration not stated)	-5	8%[11.5 µM]	/	?	1%	2%[46.1 µM]	/	-10	-5	-1%
Cc1ccc(-c2noc(C3CCCCC3)n2)cc1	-3	-2%	-1	?	15%	1%	-2%	3	1	2%
O=C(CN1C(=O)c2cccc3cccc1c23)Nc1cccnc1	-6	4%	-2	-10%	5%	-2%	4%	-2	-15	1%
CCSc1nnc(N2C(=O)C(O)=C(C(=O)c3ccco3)C2c2cccc(OC)c2)s1 (configuration not stated)	-3	5%	11	17%	12%	1%	0%	-12	32	6%
Cc1nc(C)c(C(=O)OCC(=O)NCCc2ccc(F)cc2)s1	18	3%	-1	4%	-14%	0%	-2%	-3	7	2%
Nc1cc(C(=O)OCC(=O)NCCC2=CCCCC2)ccc1Cl	-5	-20%	/	-3%	-35%	2%	/	-3	/	4%
COc1cccc(CNC(=O)C2CC(=O)N(C3CCCCC3)C2)c1 (configuration not stated)	31	-2%	-5	13%	0%	-7%	-3%	-7	10	5%
O=C(CSc1nnc(-c2cccnc2)s1)Nc1ccnc2ccccc12	6	2%	2	12µM*	5%	2%[46.1 µM]	3%	2	-45	2%
CCOc1ccccc1C1C(C(=O)Nc2ccc(OC)cc2)=C(C)Nc2nc(CCCO)nn21 (configuration not stated)	-4	0%	1	6%	-10%	1%[46.1 µM]	-3%	-5	11	4%
CCOC(=O)CC1C(=O)NCCN1C(=O)Nc1ccccc1 (configuration not stated)	6	2%	3	?	-27%	-4%	1%	-8	2	-1%
O=C(c1ccccc1)c1coc2ccc(O)c(Cl)c12	8	-10%	-1	?	-9%	/	25%	-1	-25	0%
CCn1c(=O)c(CCC(=O)NCC2CCCO2)c(C)c2c(C)nn(-c3ccccc3)c21 (configuration not stated)	0	24%	?	-24%	-14%	-8%	10%	-7	-8	3%
CN1CCc2c(sc3nc(NN)n(-c4ccc(Cl)cc4)c(=O)c23)C1	-3	2%	-2	-1%	11%	4%	1%	-9	0	2%
N#CC1=C(N)SC(N)=C(C#N)C1c1ccc([N+](=O)[O-])cc1	-11	-1%	-3	13%	-1%	2%[46.1 µM]	7%	3	-4	-2%
CCOc1ccc(C(=O)Nc2nnc(SCC(=O)NCC3CCCO3)s2)cc1OCC (configuration not stated)	2	8%	-2	-2%	0%	-1%	1%	-12	-9	0%
CCOC(=O)Nc1nnc(CCc2ccccc2)s1	0	3%	2	0%	3%	-8%	2%	4	-8	?
CCc1ccc2[nH]c3nc(SCc4nnc(-c5ccccc5)o4)nnc3c2c1	-2	-3%	1	-13%	3%	8%	5%	-1	-4	7%
COc1ccc(CNC(=O)CCCn2nc(C)c([N+](=O)[O-])c2C)cc1OC	6	-1%	14	?	15%	-1%	5%	-12	16	6%
CC1CCc2sc(C(=O)N(C)CC(=O)Nc3cccc(F)c3)cc2C1 (configuration not stated)	-6	4%	24	?	-11%	-4%	3%	-23	4	0%
CCCCCN(C(=O)CCC(=O)OCC(=O)c1ccc(C(C)CC)cc1)c1c(N)n(CCCC)c(=O)[nH]c1=O (configuration not stated)	-17	-3%	-2	-8%	3%	5%	-4%	-20	-2	2%
COc1cc(C(=O)N/N=C(\C)c2ccc3c(c2)OCO3)cc(OC)c1OC	-5	-4%	-2	-22%	-1%	0%	2%	1	-6	8%
C#CCOCCOCCOCCNc1nc(N2CCN(C(=O)[C@H](Cc3cc4ccccc4[nH]3)n3cc([C@@H](N)C(C)CC)nn3)CC2)nc(N2CCN(C(=O)[C@H](CCCCN)n3cc([C@@H](N)CO)nn3)CC2)n1 (some centres not stated)	/	0%	1	-19%	-5%	/	-3%	/	25	1%
NCCCCCNC(=O)c1[nH]cnc1C(=O)N[C@@H](Cc1ccccc1)C(=O)OCc1ccccc1	/	-3%	/	14%	10%	2%	/	/	-5	8%
COc1ccccc1C1(O)CCN(CC(=O)Nc2c(C)nn(C)c2C)CC1	-2	/	-5	8%	-2%	-1%	-5%	-6	9	0%
Cc1ccc(NC(=O)N(Cc2nc3ccccc3c(=O)[nH]2)Cc2cccs2)cc1	5	-2%	4	?	2%	2%[46.1 µM]	13%	1	-10	2%
CCOc1ccc(CCNC(=O)COC(=O)CNC(=O)c2ccc(Br)o2)cc1OCC	-10	4%	3	13%	11%	-1%	2%	-4	-2	-2%

Among those listed so far, six have an NH in an aromatic ring.
SMILES	KCNH2 3.1 inh	AT treatment	TRPV1 agonist	ELG1 DNA repair	Eya2 phos inh	TCR activator	Mito fusion yeast	KCNH2 WT inh	TSHR antag	USP2a inh
COc1ccc(-n2c(CNC(=O)c3ccc(S(=O)(=O)N4CCCC4)cc3)n[nH]c2=S)cc1	-6	-6%	-2	3%	21%	1%	0%	4	3	2%
CCc1ccc2[nH]c3nc(SCc4nnc(-c5ccccc5)o4)nnc3c2c1	-2	-3%	1	-13%	3%	8%	5%	-1	-4	7%
CCCCCN(C(=O)CCC(=O)OCC(=O)c1ccc(C(C)CC)cc1)c1c(N)n(CCCC)c(=O)[nH]c1=O (configuration not stated)	-17	-3%	-2	-8%	3%	5%	-4%	-20	-2	2%
C#CCOCCOCCOCCNc1nc(N2CCN(C(=O)[C@H](Cc3cc4ccccc4[nH]3)n3cc([C@@H](N)C(C)CC)nn3)CC2)nc(N2CCN(C(=O)[C@H](CCCCN)n3cc([C@@H](N)CO)nn3)CC2)n1 (some centres not stated)	/	0%	1	-19%	-5%	/	-3%	/	25	1%
NCCCCCNC(=O)c1[nH]cnc1C(=O)N[C@@H](Cc1ccccc1)C(=O)OCc1ccccc1	/	-3%	/	14%	10%	2%	/	/	-5	8%
Cc1ccc(NC(=O)N(Cc2nc3ccccc3c(=O)[nH]2)Cc2cccs2)cc1	5	-2%	4	?	2%	2%[46.1 µM]	13%	1	-10	2%

This is a subset; count on the stated rates, not on these rows.
